AddAB inh = less growth of phage-infected E. coli with AddAB; E. coli expressing H. pylori AddAB, absorbance growth; inhibition, % at 11.9 µM; 330,000 compounds, 0.29% hits; AID 435030; in the data active means inhibition above about 12%;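 further: 0% = vehicle wells of infected cells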
PfHsp90 set2 = growth inhibition of yeast expressing Plasmodium Hsp90. 310,000 compounds, 0.32% hits. inhibition, % at 9.4 µM. S. cerevisiae expressing PfHsp90, BacTiter-Glo ATP, 48 h; yeast lacking PDR1 and PDR3 efflux regulators. AID 504621;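 active means every replicate shows inhibition above about 80%, whatever the replicate mean, limit read from the data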;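 further: 0% = DMSO neutral controls and 100% = 20 µM radicicol positive controls; yeast relying on Plasmodium falciparum Hsp90 in place of its own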
Ecoli viability = reduces bacterial viability in AddAB counter-screen. AID 449728. 330,000 compounds, 0.27% hits. E. coli V3065 growth, OD600 absorbance, 18 h. inhibition, % at 11.9 µM;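 active means inhibition above the campaign's mean inhibition across all tested compounds plus 3 SD, cut at about 9.9% in these data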;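 further: uninfected addAB+ strain grown without phage in ampicillin broth; 0% = DMSO wells and 100% = ciprofloxacin 0.95 µg/ml wells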
Mot1-301 SUMO = SUMOylation pathway inhibition by Mot1-301 growth rescue. 320,000 compounds, 1% hits. S. cerevisiae Mot1-301 growth rescue, ATP luminescence, 38.5C; percent above DMSO median, 100 means doubled. growth rescue, % at 18.8 µM. AID 2716;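 active means every valid replicate shows activation above 250% relative to neutral control wells; inactive means the rest, any valid replicate at or below 250%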;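 further: OY570 slx delta 5 strain wells were the positive control but not used for scaling; some compounds called inactive have numbers as strong as hits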
phage Ecoli inh = E. coli growth loss with phage present; growth absorbance; inhibition, % at 11.9 µM; 360,000 compounds, 0.26% hits; in the data active means inhibition above about 11%
OPRM1-OPRD1 ag = agonists of human mu-delta opioid receptor heterodimerization | AID 504326 | 340,000 compounds, 0.3% hits | P35372+P41143 | activation, % at 9.3 µM | cells, OPRM1-OPRD1 heterodimerization, luminescence; in the data active means activation above about 18%;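 further: 0% = vehicle-treated cells and 100% = reference agonist; values of inactives mirror those of a sister screen read the other way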
Target sequence (P35372 whole entry, looked up): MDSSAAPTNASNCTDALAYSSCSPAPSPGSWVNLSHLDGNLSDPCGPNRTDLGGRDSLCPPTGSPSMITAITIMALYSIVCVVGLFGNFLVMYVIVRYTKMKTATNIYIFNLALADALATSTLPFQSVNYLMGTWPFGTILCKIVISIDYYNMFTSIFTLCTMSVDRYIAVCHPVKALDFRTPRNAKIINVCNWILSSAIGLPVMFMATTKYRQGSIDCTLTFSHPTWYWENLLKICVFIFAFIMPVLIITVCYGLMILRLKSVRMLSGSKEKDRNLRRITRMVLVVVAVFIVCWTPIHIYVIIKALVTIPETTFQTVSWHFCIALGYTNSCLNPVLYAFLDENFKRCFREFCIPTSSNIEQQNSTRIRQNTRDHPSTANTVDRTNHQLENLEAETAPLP
Target sequence (P41143 whole entry, looked up): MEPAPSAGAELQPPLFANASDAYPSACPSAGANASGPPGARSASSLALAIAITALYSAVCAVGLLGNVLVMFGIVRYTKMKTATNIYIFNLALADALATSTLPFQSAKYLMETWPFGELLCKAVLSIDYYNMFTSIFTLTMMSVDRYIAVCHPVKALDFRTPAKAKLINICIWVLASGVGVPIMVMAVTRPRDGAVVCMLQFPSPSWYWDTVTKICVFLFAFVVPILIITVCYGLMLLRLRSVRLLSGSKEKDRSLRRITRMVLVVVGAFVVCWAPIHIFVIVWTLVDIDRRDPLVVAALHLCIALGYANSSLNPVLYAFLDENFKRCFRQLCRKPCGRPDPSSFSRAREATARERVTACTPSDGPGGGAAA
MOR-DOR inv ag = inverse agonist of human OPRM1-OPRD1 heterodimerization | P35372+P41143 | cell-based MOR-DOR heterodimer luminescence, inverse agonism | inhibition, % at 9.3 µM | 340,000 compounds, 0.21% hits | AID 504357; in the data active means inhibition above about 22%, passing the limit was not always enough;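 further: 0% = cells with DMSO and 100% = wells without cells with DMSO; values of inactives mirror those of a sister screen read the other way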
Arrestin-AP2 inh = human beta-arrestin and AP2 interaction inhibition; FITC-arrestin peptide / GST-AP2 beads, flow cytometry; AP2 beta2 appendage carries R879A mutation; inhibition, % at 10 µM; 340,000 compounds, 0.31% hits; AID 504490;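 active means inhibition above a set limit, near 3 SD of compounds lacking own fluorescence, cut at about 54% in these data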;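 further: plate controls were DMSO wells for no effect and 5 µM unlabelled arrestin peptide for full effect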
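Test system: GST-tagged AP2 beta2-adaptin appendage (R879A) on 4 µm glutathione beads; also added: fluorescein-tagged arrestin peptide at 50 nM final; timing: 12 min plus 1 h, RT; signal: flow cytometry, FL1 (488/535 nm); read-out: percent drop in bead-associated FITC signal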
Tat transport = blocks Tat-dependent protein export in E. coli; E. coli MC4100 TorA-mCherry Tat export, fluorescence; inhibition, % at 10 µM; 340,000 compounds, 0.036% hits; AID 488895;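 active means mean replicate inhibition at least 50% and at least half of replicates individually reaching 50%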;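 further: exported cargo escapes ClpAP degradation while cytoplasmic cargo is degraded and loses fluorescence; 0% = median of neutral control wells and 100% = median of NaSCN control wells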
Pemphigus Ab inh = blocks pemphigus antibody binding to human desmoglein-3; P32926; DSG3-coupled beads, scFv-anti-DSG3-GFP binding, flow cytometry; hits give low values; binding (percent of control), % at 10 µM; 310,000 compounds, 0.48% hits; AID 588358;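 active means binding more than 3 SD below its plate's average and above zero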;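 further: hits lower antibody fragment binding to DSG3; some compounds called inactive have numbers as strong as hits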
PKA-R1A act = activators of PKA-R1A complex; PKA-R1A dissociation, Cy5-IP20 fluorescence polarization; scaled: DMSO 0%, 113 µM cGMP 100%; activation, % at 11.4 µM; 340,000 compounds, 0.083% hits; AID 504707;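 active means percent activation above the mean of all tested compounds plus 3 SD, cut at about 19% in these data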;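 further: higher means more PKAc released from R1A so a rise in polarization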
* = called active by the depositor.

CCC1CCCCN1CCCNC(=O)C1CCN(S(=O)(=O)N2CCC3(CC2)OCCO3)CC1 (centres undefined) was read as AddAB inh 1.0, PfHsp90 set2 6, Ecoli viability 0.8, Mot1-301 SUMO 4, phage Ecoli inh -1.6, OPRM1-OPRD1 ag -2.0, MOR-DOR inv ag 10, Arrestin-AP2 inh -4, Tat transport 2, Pemphigus Ab inh 100 and PKA-R1A act 8.
`CCOc1cc2[nH]c(=S)n(Cc3ccc(C(=O)NCC(OC)OC)cc3)c(=O)c2cc1OCC` gave AddAB inh -1.3, PfHsp90 set2 -6, Ecoli viability -1.8, Mot1-301 SUMO -2, phage Ecoli inh 1.9, OPRM1-OPRD1 ag -4.2, MOR-DOR inv ag 18, Arrestin-AP2 inh -7, Tat transport -14, Pemphigus Ab inh 99 and PKA-R1A act -3.
Cc1cc2cc(C#N)c(NCCNC(=S)NCCCN3CCOCC3)nc2cc1C was read as AddAB inh -0.2, PfHsp90 set2 -46, Ecoli viability -3.4, Mot1-301 SUMO 3, phage Ecoli inh -0.2, OPRM1-OPRD1 ag -1.7, MOR-DOR inv ag 9, Arrestin-AP2 inh -10, Tat transport -13, Pemphigus Ab inh 91 and PKA-R1A act 6.
`COc1cc(C(Nc2ccc(S(=O)(=O)NCC3CCCO3)cc2)C(=O)NC(C)(C)C)cc(OC)c1OC` (centres undefined) gave AddAB inh 0.4, PfHsp90 set2 -4, Ecoli viability -0.2, Mot1-301 SUMO 84, phage Ecoli inh 1.8, OPRM1-OPRD1 ag -0.5, MOR-DOR inv ag 2, Arrestin-AP2 inh 3, Tat transport -12, Pemphigus Ab inh 89 and PKA-R1A act -3.
Screening COc1c2c(nc3occc13)C(CC=C(C)C)(OC)C(O)CC2 (centres undefined) returned AddAB inh 0.7, PfHsp90 set2 -4, Ecoli viability -0.1, Mot1-301 SUMO -1, phage Ecoli inh 1.4, OPRM1-OPRD1 ag -1.4, MOR-DOR inv ag 9, Arrestin-AP2 inh 10, Tat transport -1, Pemphigus Ab inh 103 and PKA-R1A act 3.
Screening S=C(c1cn(Cc2ccccc2)c2ccccc12)N1CCOCC1 returned AddAB inh 1.2, PfHsp90 set2 25, Ecoli viability -3.1, Mot1-301 SUMO -21, phage Ecoli inh 2.7, OPRM1-OPRD1 ag -3.6, MOR-DOR inv ag 19, Arrestin-AP2 inh 3, Tat transport 3, Pemphigus Ab inh 103 and PKA-R1A act 5.
`O=S(=O)(NC1CC1)c1ccc(S(=O)(=O)N2CCC3(CC2)OCCO3)cc1` gave AddAB inh -0.5, Ecoli viability -0.1, Mot1-301 SUMO -1, phage Ecoli inh -2.1, OPRM1-OPRD1 ag -2.6, MOR-DOR inv ag 12, Arrestin-AP2 inh 14, Tat transport -3, Pemphigus Ab inh 113 and PKA-R1A act -2.
`Cc1nn(C(=O)c2ccco2)c(C)c1CN1C(=O)c2ccccc2C1=O` gave AddAB inh 0.3, PfHsp90 set2 9, Ecoli viability 0.6, Mot1-301 SUMO -26, phage Ecoli inh 0.5, OPRM1-OPRD1 ag 1.6, MOR-DOR inv ag -10, Arrestin-AP2 inh -5, Tat transport 0, Pemphigus Ab inh 104 and PKA-R1A act -12.
For CCOC(=S)N/C(=N\S(C)(=O)=O)c1ccccc1 the results were AddAB inh 2.0, PfHsp90 set2 2, Ecoli viability 1.2, Mot1-301 SUMO 8, phage Ecoli inh -0.2, OPRM1-OPRD1 ag -2.9, MOR-DOR inv ag 15, Arrestin-AP2 inh 17, Tat transport 3, Pemphigus Ab inh 98 and PKA-R1A act -17.
For Cc1cc(-c2cc(-c3ccccc3)on2)nc(NCC2CC2)n1 the results were AddAB inh 3.6, PfHsp90 set2 -8, Ecoli viability 3.2, Mot1-301 SUMO 673, phage Ecoli inh 1.6, OPRM1-OPRD1 ag 1.4, MOR-DOR inv ag -7, Arrestin-AP2 inh 3, Tat transport -5, Pemphigus Ab inh 103 and PKA-R1A act -6.
Screening CCN(c1ccccc1)S(=O)(=O)c1ccc(C(=O)N(C)CCc2ccc(OC)c(OC)c2)cc1 returned AddAB inh -1.1, PfHsp90 set2 22, Ecoli viability -1.9, Mot1-301 SUMO -4, phage Ecoli inh -0.3, OPRM1-OPRD1 ag -1.4, MOR-DOR inv ag 10, Arrestin-AP2 inh 12, Tat transport 5, Pemphigus Ab inh 117 and PKA-R1A act 10.
CCOC(=O)C1(Cc2ccccc2C)CCCN(C(=O)c2ccc(OC)o2)C1 (centres undefined) was read as AddAB inh 5.9, PfHsp90 set2 7, Ecoli viability 0.8, Mot1-301 SUMO -4, phage Ecoli inh 1.4, OPRM1-OPRD1 ag -1.8, MOR-DOR inv ag 12, Arrestin-AP2 inh -22, Tat transport 1, Pemphigus Ab inh 102 and PKA-R1A act -4.
`O=C(Nc1cccc(-c2csc(Nc3ccccc3)n2)c1)c1cc([N+](=O)[O-])cc(C(F)(F)F)c1` gave AddAB inh 2.6, PfHsp90 set2 -40, Ecoli viability 1.7, Mot1-301 SUMO -2, phage Ecoli inh 2.5, OPRM1-OPRD1 ag 7.8, MOR-DOR inv ag -43, Arrestin-AP2 inh 12, Tat transport -2, Pemphigus Ab inh 96 and PKA-R1A act 0.
Screening CC(=O)N1CCN(C(=S)c2cccc([N+](=O)[O-])c2)CC1 returned AddAB inh -2.2, PfHsp90 set2 -13, Ecoli viability -0.7, Mot1-301 SUMO -10, phage Ecoli inh 3.4, OPRM1-OPRD1 ag -1.6, MOR-DOR inv ag 8, Arrestin-AP2 inh 3, Tat transport -11, Pemphigus Ab inh 110 and PKA-R1A act 8.
Screening Cc1ccc(O)c(NC(=O)c2cc(-c3ccco3)on2)c1 returned AddAB inh 2.7, PfHsp90 set2 4, Ecoli viability 1.6, Mot1-301 SUMO 72, phage Ecoli inh 2.4, OPRM1-OPRD1 ag 0.6, MOR-DOR inv ag -3, Arrestin-AP2 inh 8, Tat transport -4, Pemphigus Ab inh 99 and PKA-R1A act -5.
`COc1cc(/C=N\NC(=O)c2ccc(C)nc2)ccc1OC(=O)c1cccc(F)c1` gave AddAB inh 0.5, PfHsp90 set2 -10, Ecoli viability 0.4, Mot1-301 SUMO 17, phage Ecoli inh 1.5, OPRM1-OPRD1 ag 2.2, MOR-DOR inv ag -17, Arrestin-AP2 inh 1, Tat transport 3, Pemphigus Ab inh 88 and PKA-R1A act 7.
Screening Oc1ccc(/C=N/Nc2cc(N3CCOCC3)nc(N3CCOCC3)n2)cc1 returned AddAB inh -1.6, PfHsp90 set2 3, Ecoli viability -1.6, Mot1-301 SUMO -11, phage Ecoli inh 0.5, OPRM1-OPRD1 ag -2.2, MOR-DOR inv ag 10, Arrestin-AP2 inh 5, Tat transport 1, Pemphigus Ab inh 129 and PKA-R1A act 5.
Cc1ccc(C)c(OCCCC(=O)O)c1 was read as AddAB inh 2.2, PfHsp90 set2 12, Ecoli viability -0.3, Mot1-301 SUMO 83, phage Ecoli inh 0.8, OPRM1-OPRD1 ag 1.5, MOR-DOR inv ag -9, Arrestin-AP2 inh -9, Tat transport 5 and PKA-R1A act -3.
Screening COc1ccc2cc(CCNC(=O)C(C)C)c(=O)[nH]c2c1 returned AddAB inh 0.2, PfHsp90 set2 -8, Ecoli viability -0.2, Mot1-301 SUMO -9, phage Ecoli inh 3.3, OPRM1-OPRD1 ag -1.9, MOR-DOR inv ag 11, Arrestin-AP2 inh -2, Tat transport -4, Pemphigus Ab inh 94 and PKA-R1A act -8.
Screening CN(C(=O)/C(N=Nc1cccc(C(F)(F)F)c1)=C(\O)C(F)(F)F)c1ccccc1 returned AddAB inh 0.3, Ecoli viability 2.4, Mot1-301 SUMO 3, phage Ecoli inh 3.7, OPRM1-OPRD1 ag -0.1, MOR-DOR inv ag 1, Arrestin-AP2 inh 16, Tat transport 30, Pemphigus Ab inh 89 and PKA-R1A act -7.
CC(C)N(C(=O)C1CC(=O)OC12CCCCC2)C(C)C (centres undefined) was read as AddAB inh 0.9, PfHsp90 set2 -33, Ecoli viability -1.7, Mot1-301 SUMO 56, phage Ecoli inh 1.0, OPRM1-OPRD1 ag -0.9, MOR-DOR inv ag 4, Arrestin-AP2 inh 6, Tat transport -3, Pemphigus Ab inh 104 and PKA-R1A act 3.
Screening Cc1csc(=O)n1CCC(=O)OC(C)C(=O)NCc1ccccc1 (centres undefined) returned AddAB inh -0.4, PfHsp90 set2 -26, Ecoli viability 0.3, phage Ecoli inh 3.2, OPRM1-OPRD1 ag -1.6, MOR-DOR inv ag 8, Arrestin-AP2 inh 9, Tat transport -9, Pemphigus Ab inh 97 and PKA-R1A act -7.
Screening COc1ccc(OC)c(-n2c(-c3cc(-c4ccccc4)n[nH]3)n[nH]c2=S)c1 returned AddAB inh -0.7, PfHsp90 set2 1, Ecoli viability -1.4, Mot1-301 SUMO -9, phage Ecoli inh 2.3, OPRM1-OPRD1 ag 0.6, MOR-DOR inv ag -3, Arrestin-AP2 inh -8, Tat transport 1, Pemphigus Ab inh 130 and PKA-R1A act 0.
`O=c1cc(-c2ccccc2)[nH]c2cc(F)ccc12` gave AddAB inh 4.4, PfHsp90 set2 -4, Ecoli viability -0.1, Mot1-301 SUMO -5, phage Ecoli inh 3.7, OPRM1-OPRD1 ag 0.2, MOR-DOR inv ag -1, Arrestin-AP2 inh 2, Tat transport -8, Pemphigus Ab inh 102 and PKA-R1A act -8.
`CCOc1ccc(-c2[nH]ncc2-c2ccc(Cl)cc2)c(O)c1` gave AddAB inh 1.8, PfHsp90 set2 -88, Ecoli viability 1.9, Mot1-301 SUMO 14, phage Ecoli inh 1.9, OPRM1-OPRD1 ag 8.8, MOR-DOR inv ag -42, Arrestin-AP2 inh 13, Tat transport 5, Pemphigus Ab inh 107 and PKA-R1A act -4.
Screening Cc1ccc(C(=O)NCCc2ccccc2)cc1N1CCCC1=O returned AddAB inh 5.2, PfHsp90 set2 7, Ecoli viability 1.6, Mot1-301 SUMO 188, OPRM1-OPRD1 ag -2.0, MOR-DOR inv ag 10, Arrestin-AP2 inh -7, Tat transport 2, Pemphigus Ab inh 102 and PKA-R1A act -7.
`COc1ccc(NC(=O)CN2CCN(C(C)=O)CC2)cc1S(=O)(=O)N1CCOCC1` gave AddAB inh 2.9, PfHsp90 set2 26, Ecoli viability 3.5, Mot1-301 SUMO -2, phage Ecoli inh 6.9, OPRM1-OPRD1 ag 0.9, MOR-DOR inv ag -4, Arrestin-AP2 inh 35, Tat transport 0 and PKA-R1A act -4.
Screening CCCCC(c1nnnn1CCOC)N1CCN(CC)CC1 (centres undefined) returned AddAB inh 3.9, PfHsp90 set2 11, Ecoli viability 0.2, Mot1-301 SUMO -11, phage Ecoli inh 2.7, OPRM1-OPRD1 ag -2.1, MOR-DOR inv ag 12, Arrestin-AP2 inh 10, Tat transport 9, Pemphigus Ab inh 116 and PKA-R1A act -12.
